E coli growth: reduces bacterial viability in AddAB counter-screen; E. coli V3065 growth, OD600 absorbance, 18 h; AID 449728; inhibition, % at 11.9 µM; 330,000 compounds, 0.27% hits;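 active = inhibition above the campaign's mean inhibition across all tested compounds plus 3 SD, cut at about 9.9% in these data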;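 note: uninfected addAB+ strain grown without phage in ampicillin broth; 0% = DMSO wells and 100% = ciprofloxacin 0.95 µg/ml wells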
DAGLB inh: diacylglycerol lipase beta (human) inhibition; Q8NCG7; HEK293T DAGLB membrane lysate, EnzChek fluorogenic substrate; inhibition, % at 5.17 µM; 340,000 compounds, 0.059% hits; AID 504411; in the data active = inhibition above about 34%;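 note: 0% = enzyme with vehicle and 100% = wells lacking enzyme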
Target sequence (Q8NCG7 whole entry, looked up): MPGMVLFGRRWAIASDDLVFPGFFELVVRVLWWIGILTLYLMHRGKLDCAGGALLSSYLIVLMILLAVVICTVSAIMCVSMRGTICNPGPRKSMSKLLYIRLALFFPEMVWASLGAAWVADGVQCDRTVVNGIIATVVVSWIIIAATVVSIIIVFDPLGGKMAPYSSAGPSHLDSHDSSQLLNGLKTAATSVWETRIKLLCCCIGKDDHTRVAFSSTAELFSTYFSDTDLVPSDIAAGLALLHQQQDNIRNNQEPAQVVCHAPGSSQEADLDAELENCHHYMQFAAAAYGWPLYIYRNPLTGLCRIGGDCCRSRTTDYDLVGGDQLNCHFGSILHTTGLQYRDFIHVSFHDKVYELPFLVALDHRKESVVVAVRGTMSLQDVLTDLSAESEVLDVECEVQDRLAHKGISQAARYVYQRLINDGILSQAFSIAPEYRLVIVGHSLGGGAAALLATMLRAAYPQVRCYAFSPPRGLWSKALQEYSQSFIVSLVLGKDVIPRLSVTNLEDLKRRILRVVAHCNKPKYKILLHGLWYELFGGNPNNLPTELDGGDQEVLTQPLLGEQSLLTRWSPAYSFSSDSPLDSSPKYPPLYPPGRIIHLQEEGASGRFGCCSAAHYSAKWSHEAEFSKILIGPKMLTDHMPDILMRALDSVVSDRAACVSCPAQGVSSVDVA
PfHsp90 yeast 2: growth inhibition of yeast expressing Plasmodium Hsp90; AID 504621; S. cerevisiae expressing PfHsp90, BacTiter-Glo ATP, 48 h; yeast lacking PDR1 and PDR3 efflux regulators; 310,000 compounds, 0.32% hits; inhibition, % at 9.4 µM;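 active = every replicate shows inhibition above about 80%, whatever the replicate mean, limit read from the data; inconclusive = mean inhibition reaches the set limit but some replicate falls short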;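 note: 0% = DMSO neutral controls and 100% = 20 µM radicicol positive controls; yeast relying on Plasmodium falciparum Hsp90 in place of its own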
Tat transport: E. coli Tat transport inhibition; 340,000 compounds, 0.036% hits; inhibition, % at 10 µM; E. coli MC4100 TorA-mCherry Tat export, fluorescence;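 active = mean replicate inhibition at least 50% and at least half of replicates individually reaching 50%; inconclusive = only one of the two criteria met; inactive = neither criterion met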;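 note: exported cargo escapes ClpAP degradation while cytoplasmic cargo is degraded and loses fluorescence; 0% = median of neutral control wells and 100% = median of NaSCN control wells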
Rtt109 Vps75: blocks Candida albicans Rtt109/Vps75 acetyltransferase activity. AID 540336. inhibition, % at 34.9 µM. Q5AAJ8. purified Rtt109/Vps75, ThioGlo CoA-SH fluorescence, 4 h. 330,000 compounds, 0.16% hits;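 active = inhibition of at least 50% in every replicate; inconclusive = best replicate reaches 50% inhibition but some replicates fall short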
Target sequence (Q5AAJ8 whole entry, looked up): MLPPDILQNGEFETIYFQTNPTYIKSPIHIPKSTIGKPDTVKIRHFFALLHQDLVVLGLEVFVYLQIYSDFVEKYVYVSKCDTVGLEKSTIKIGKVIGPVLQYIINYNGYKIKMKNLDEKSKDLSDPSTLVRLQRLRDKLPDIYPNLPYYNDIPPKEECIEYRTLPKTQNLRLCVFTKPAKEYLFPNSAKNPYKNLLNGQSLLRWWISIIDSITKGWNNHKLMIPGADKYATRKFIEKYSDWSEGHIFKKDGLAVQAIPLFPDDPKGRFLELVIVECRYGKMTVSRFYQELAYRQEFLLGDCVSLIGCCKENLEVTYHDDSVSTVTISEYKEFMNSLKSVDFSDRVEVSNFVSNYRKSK
phage Ecoli inh: E. coli growth loss with phage present. AID 651602. growth absorbance. 360,000 compounds, 0.26% hits. inhibition, % at 11.9 µM; in the data active = inhibition above about 11%
CAL PDZ inh: blocks peptide binding to human CAL PDZ domain; inhibition, % at 20 µM; purified CAL PDZ, TMR-peptide fluorescence polarization, 1 h; Q9HD26; 330,000 compounds, 0.02% hits;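 active = highest replicate inhibition of at least 40%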;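 note: plate controls were DMSO neutral control wells for no effect and unlabeled competitor peptide control wells for full effect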
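Read-out basis: mP drop reported as inhibition | Assay system: Tagged CAL PDZ protein CerCALP, purified | Benchmarks: Unlabelled peptide for full inhibition, DMSO wells as neutral | Schedule: 1 h incubation at room temperature before polarization reading | Buffer or medium: Sodium phosphate/NaCl buffer pH 7.4 with TCEP, IgG, Thesit | Doses: Single point, 20 µM | Measured by: Fluorescence polarization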
AddAB inh: less growth of phage-infected E. coli with AddAB | 330,000 compounds, 0.29% hits | inhibition, % at 11.9 µM | AID 435030 | E. coli expressing H. pylori AddAB, absorbance growth; in the data active = inhibition above about 12%;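 note: 0% = vehicle wells of infected cells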
Wnt bcat act: Wnt/beta-catenin pathway activation; Wnt/beta-catenin reporter cell assay, activator, plate reader; activation, % at 9.35 µM; 300,000 compounds, 1.2% hits; in the data active = activation above about 30%, passing the limit was not always enough; inconclusive = no clear call, values can overlap the other calls;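 note: 0% = neutral control wells and 100% = positive control wells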
PvdQ inh: P. aeruginosa PvdQ acylase inhibition; AID 488965; inhibition, % at 10 µM; 340,000 compounds, 0.063% hits; purified PvdQ acylase, fluorescence plate reader; in the data active = inhibition above about 30%, passing the limit was not always enough; inconclusive = no clear call, values can overlap the other calls;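 note: 0% = vehicle neutral wells and 100% = reference inhibitor wells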
Active calls of the source: *; ? = inconclusive; nt = no result given; & = joins results of further samples. This is a random part of the collection. About 1.9% of those tested had a hit in this group.

SMILES	E coli growth	DAGLB inh	PfHsp90 yeast 2	Tat transport	Rtt109 Vps75	phage Ecoli inh	CAL PDZ inh	AddAB inh	Wnt bcat act	PvdQ inh
Cc1[nH]n(-c2ccccc2)c(=O)c1/C=N/N1C(=O)c2cccc3cccc(c23)C1=O	-1.3	3	-29	-16	4	4.4	-0.3	3.1	-2	-10
CCn1c(C(C)NC(=O)c2cccc(C)c2)nc2ccccc21 (stereo unspecified)	0.8	4	5	0	-5	1.1	0.2	0.5	0	8
CC(C)c1ccc(-c2nnc(N)s2)cc1	1.4	-4	-14	18	3	2.8	-2.3	-0.3	23	-4
CCS(=O)(=O)c1ccc2oc(SCC(=O)Nc3ccc(OC)cc3OC)nc2c1	0.5	-3	31	-12	-12	1.9	-1.5	-0.8	0	-7
CC1(C)Cc2c(c(-c3ccco3)nc3sc4c(NCCO)ncnc4c23)CO1	0.8	0	2	-5	1	1.4	-3.5	-1.0	-7	-6
O=C1CC(N2CCN(C3CC(=O)N(CCc4ccccc4)C3=O)CC2)C(=O)N1CCc1ccccc1 (stereo unspecified)	0.1	-3	-2	14	1	1.4	-0.1	0.8	nt	-7
O=C(CCCN1C(=O)CSc2ncccc21)N1CCN(c2cccc(C(F)(F)F)c2)CC1	0.8	4	-9	-4	4	4.2	-1.0	0.0	0	-3
CC(=O)CC1(OC(C)=O)C(=O)N(C)c2ccccc21 (stereo unspecified)	-1.9	1	5	-6	-10	3.6	-0.4	-0.7	0	-7
CSc1ccccc1-c1nnc(-c2ccc(Cl)cc2)o1	0.4	-11	7	11	-2	-0.1	-2.8	2.1	nt	-4
CC(C)(C)C1CCc2onc(C(=O)N3CCOCC3)c2C1 (stereo unspecified)	-0.3	-2	-8	6	-3	2.5	nt	-0.5	nt	-1
CCOC(=O)N1CCN(c2cc(NCCC(=O)O)c3c4c(onc24)-c2ccccc2C3=O)CC1	-6.6	19	12	-21	-1	nt	1.1	-3.1	nt	-4
C=CCSc1nc2ccccc2n2cnnc12	-1.5	2	-27	-1	0	1.4	-2.3	-0.8	0	-4
O=c1ncn(-c2ccccc2C(F)(F)F)c2ncccc12	1.1	2	-5	-10	nt	5.3	-0.6	0.2	nt	-9
CCOc1ccc2c(c1)C(C)=CC(C)(C)N2	0.9	-2	5	12	10	2.7	0.3	2.4	5	-22
O=C(C1CC1)N1CCN(c2ccc([N+](=O)[O-])cc2-n2cccc2)CC1	-1.5	2	-3	-3	3	1.5	-1.3	0.9	2	1
O=C(N/N=C/c1coc2ccccc2c1=O)c1ccccc1Br	2.0	3	6	-3	-6	4.8	-0.7	1.0	nt	1
COc1ccc(-c2cn(CCC(=O)O)c(-c3ccc(Cl)nc3)n2)cc1	-0.7	1	-17	-8	1	1.8	-1.3	-0.3	1	-8
Cc1ccccc1Cn1nc(C)c(NC(=O)/C=C/c2cnn(C)c2)c1C	-0.3	0	-2	8	4	0.9	0.1	5.0	nt	15
Fc1ccc(SCCc2ccncc2)cc1	0.9&-3.5	1&4	-37&7	4&5	-11	2.0&1.7	-1.0	3.0&-0.5	?	4&15
COC(=O)c1sc(S(=O)(=O)N2CCCCC2C)c(C(=O)OC)c1C (stereo unspecified)	-2.8	-7	15	0	-10	-0.6	-0.5	0.4	1	11
COc1cccc(C=NNC(=O)C(C)SC(C)C(=O)NN=Cc2cccc(OC)c2)c1 (stereo unspecified)	nt	0	-14	1	-2	3.7	1.0	nt	-2	0
COC(=O)CSc1nc(NCC(C)C)nc(N2CCOCC2)n1	-0.7	1	-1	1	14	1.4	-1.2	2.5	-2	6
Cc1cc(N2CCOCC2)nc2ccccc12	-0.2	-5	10	-6	3	1.2	1.1	-1.9	nt	7
O=C(Nc1nc2c(F)cc(F)cc2s1)c1ccc([N+](=O)[O-])o1	-0.1	4	4	7	-2	1.9	-1.7	1.4	3	0
NC(=O)c1nsc(C(=O)N(c2ccccc2F)C(C(=O)NCc2ccc(F)cc2)c2ccc(O)cc2)c1N (stereo unspecified)	-0.6	-2	-33	3	-7	-0.6	-3.3	0.3	-1	-13

The final 2 entries of the part before lead into the next.
SMILES	E coli growth	DAGLB inh	PfHsp90 yeast 2	Tat transport	Rtt109 Vps75	phage Ecoli inh	CAL PDZ inh	AddAB inh	Wnt bcat act	PvdQ inh
O=C(Nc1nc2c(F)cc(F)cc2s1)c1ccc([N+](=O)[O-])o1	-0.1	4	4	7	-2	1.9	-1.7	1.4	3	0
NC(=O)c1nsc(C(=O)N(c2ccccc2F)C(C(=O)NCc2ccc(F)cc2)c2ccc(O)cc2)c1N (stereo unspecified)	-0.6	-2	-33	3	-7	-0.6	-3.3	0.3	-1	-13
N#Cc1ccc(NC(=O)CSc2cn[nH]n2)cc1	2.0	-1	20	-1	-1	-2.0	-1.9	3.4	0	-5
O=C(c1cccc(S(=O)(=O)N2CCc3ccccc3C2)c1)N1CCN(c2ccc(O)cc2)CC1	-1.2	0	0	-4	0	4.5	-0.3	0.3	1	4
COc1cccc(N2CCN(C(=O)c3cccn4c(=O)c5c(C)c(C)sc5nc34)CC2)c1	-1.3	-2	-13	4	nt	0.8	0.4	0.8	-4	13
Cc1nsc(N)c1C(=O)O	0.3	1	11	-7	-5	1.2	-1.0	2.3	1	0
CCC1(C)C2(C#N)C(N)=NC(OC)(OC)C12C#N (stereo unspecified)	1.6	0	nt	-3	1	-0.6	-1.7	4.3	nt	-11
O=C(c1ccccc1)N(CCO)Cc1cc2cc3c(cc2[nH]c1=O)OCCO3	3.4	-1	-21	0	-4	4.5	-1.1	3.7	-12	21
COc1cc2c(cc1OC)C(=O)CCC2	nt	3	4	4	-2	1.8	0.0	nt	-4	-5
COc1ccccc1CCN1CCCC(CN(C)C(=O)CCC(=O)N(C)C)C1 (stereo unspecified)	2.5	-1	5	-3	-1	3.2	0.5	0.4	0	-8
O=C(CSc1nc2ccccc2nc1SCC(=O)N1CCOCC1)N1CCOCC1	1.5	-2	-9	-4	-2	4.5	0.2	-1.6	nt	-1
CC(C)OCCCNC(=O)c1ccc(NC(=O)C2=CSCCO2)cc1	1.4	-2	2	-3	2	3.6	-1.5	2.6	0	-7
COCCN1CCn2c(nc3cc(NC(C)=O)ccc32)C1	-2.5	-2	14	-7	-14	1.4	0.2	-0.3	-1	1
Cc1ccc2[nH]c(=O)c(C(c3nnnn3CC3CCCO3)N3CCc4ccccc4C3)cc2c1 (stereo unspecified)	0.2	0	25	-1	5	-1.1	-0.1	6.0	nt	-10
Cc1cccc(C)c1NC(=O)CSc1nnc(Cn2nnc(-c3ccccc3)n2)n1-c1ccccc1	0.3	0	nt	2	12	3.9	-0.4	0.5	12	-11
CNc1c(NS(=O)(=O)c2ccc(C(C)(C)C)cc2)c(=O)oc2ccccc12	-0.8	0	-4	0	3	-0.5	-2.4	1.1	-1	-15
O=[N+]([O-])c1ccccc1S(=O)(=O)NCCC1=CCCCC1	-0.4	-3	4	-4	1	4.2	-1.5	0.5	nt	-9
COc1ccc(CN2CCN(Cc3cc(=O)oc4cc(C)ccc34)CC2)c(OC)c1OC	-0.3	-1	-6	-7	4	1.7	-2.0	0.4	2	-20
COc1ccc(CNC(=O)C(C)Sc2nc3ccccc3c(=O)n2CC2CCCO2)cc1 (stereo unspecified)	-0.3	-3	4	-3	-2	-2.1	-0.7	0.2	-2	-18
Cc1nc2cc(NC(=O)NC3CC3)ccc2n1C	-1.5	1	nt	0	0	0.0	0.5	1.1	8	10
CCc1ccc(/C=C2\C(=N)N3N=C(CC(=O)N4CCCCC4)SC3=NC2=O)cc1	0.5	3	-20	2	2	2.0	-0.8	2.6	-1	-21
CN(C)CCN(C(=O)c1cccc(Cl)c1)c1nc2c(Cl)cccc2s1	3.6	-1	12	-2	2	4.6	-2.5	4.3	-1	-11
CCCCCC1=C(C(=O)OC)C(C(=O)OCC)N(S(=O)(=O)C(F)(F)F)c2ccccc21 (stereo unspecified)	2.5	-12	6	-3	-4	3.3	0.0	1.5	-1	-20
COc1ccc(NC(=O)CN2CCC(NC(=O)C3CCCCC3)CC2)c([N+](=O)[O-])c1	0.8	2	-16	0	11	4.4	-2.4	2.2	-1	4
Cc1nc(N)nc(SCc2ccc([N+](=O)[O-])cc2)c1N	-1.3	0	4	-4	nt	-1.5	0.1	-0.9	0	-16
Cc1ccc(OCC(=O)OCC(=O)NC2CCCC2)cc1C	1.9	-2	5	-4	-3	0.0	-1.0	1.8	5	-12
O=C(O)c1ccc(N=Nc2c(O)[nH]c3cc(Cl)ccc23)cc1	-1.8	2	-8	20	2	2.0	-0.1	-0.6	53*	-2
(listing goes on)
SMILES	E coli growth	DAGLB inh	PfHsp90 yeast 2	Tat transport	Rtt109 Vps75	phage Ecoli inh	CAL PDZ inh	AddAB inh	Wnt bcat act	PvdQ inh
CN(/N=C/c1cc(Br)cc(Br)c1O)c1ccccc1	-0.7	-8	-4	3	1	2.9	1.1	0.2	-1	-16
O=C1c2ccccc2C(=O)N1CCc1nc2ccccc2c(=O)n1Cc1ccco1	-0.1	0	-4	4	4	1.0	-0.8	2.9	-4	-15
O=C(NCC(=O)N1CCCC1C(=O)O)OC1CCCCC1 (stereo unspecified)	1.1	2	-15	-8	-4	0.4	-0.1	1.4	-2	-5
O=C(NNC(=O)c1ccc([N+](=O)[O-])cc1)c1ccncc1	0.1	-1	10	-7	30	4.7	-1.6	3.1	nt	1
CC(C)CC(=O)OC1C(N2CCOCC2)c2c(ccc(/C=C/C(=O)N3CCOCC3)c2O)OC1(C)C (stereo unspecified)	-1.3	-1	0	-4&3	-2&-6	1.4	-2.2	-0.5	0	-12&-5
Cc1ccc(C(=O)Nc2ccccc2C(=O)O)cc1S(=O)(=O)Nc1ccccc1	-1.5	7	1	1	4	1.8	-3.2	-2.2	2	10
Cc1ccc(CN2CCCN(C)CC2)c(C)c1	-1.3	1	8	3	2	2.6	-8.9	1.1	-2	-5
O=C(O)c1ccc(COc2ccccc2C=C2C(=O)c3ccccc3C2=O)cc1	1.2	13	-1	-8	7	2.0	-1.0	1.5	0	-7
COC(=O)[C@]1(C)N[C@H](CN(C)C(=O)COc2ccccc2)[C@@H]2C(=O)N(C)C(=O)[C@@H]21	-0.7	-1	-20	-10	-5	-0.6	-1.8	0.7	0	-10
Cn1c(N)c(N=Nc2ccc(S(N)(=O)=O)cc2)c(=O)n(C)c1=O	2.4	4	1	1	-3	2.5	0.4	1.6	-4	-3
CCOc1ccccc1CNC(=O)c1c([N+](=O)[O-])c(C)nn1C	-1.4	1	11	10	-3	3.0	-0.3	3.1	-2	-13
O=[N+]([O-])c1ccc(O)c(N=Cc2sc3ccccc3c2O)c1	-1.5	17	-11	2	21	1.6	-3.2	6.7	-2	10
CN(C)c1ccc(SC#N)cc1	-1.1	-8	-12	5	11	0.6	0.1	-1.4	0	-1
COc1cccc(Nc2nc(NCC3CCCO3)c3ccccc3n2)c1 (stereo unspecified)	1.2	0	-5	-25	?	2.7	-12	3.9	nt	-9
Cc1ccccc1-c1nc(CS(=O)(=O)CC(=O)NCc2ccc3c(c2)OCO3)c(C)o1	1.4	-1	-6	4	-2	3.8	-0.2	-0.6	-2	-7
CCOC1(OCC)N=C(N)C2(C#N)C(c3cccc(C)c3)C12C#N (stereo unspecified)	-2.0	0	17	0	5	2.5	-0.1	-1.3	0	-11

Assay outcomes (PubChem BioAssay)
